Screens (PubChem BioAssay)
HT1080 IDH1KD tx = kills HT-1080 cells with IDH1 knockdown; Potency, µM (doses to about 46.1 µM), without a hit: top-dose activity, negative = toxicity, most hits filed as cytotoxic; 360,000 compounds, 2% hits; HT-1080 IDH1 knockdown viability, ATP luminescence, 48 h;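 further: potency means the concentration at half of the fitted maximal effect; 0% = DMSO wells and -100% = cell-free medium wells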
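IDH1KD HT-1080 cells, 750/well, RPMI + 5% FBS; compound pinned after 2 h settling; 48 h, 37 °C; CellTiter-Glo luminescence; % activity normalised to DMSO and no-cell wells; curves fitted, classed by r2 and efficacy.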
IL1B secr inh = blocks inflammasome-driven IL-1 beta release | 360,000 compounds, 4.7% hits | THP-1 LPS/ATP IL-1B secretion, AlphaLISA, 16 h; active compounds read low | activity change, % at 57.5 µM; in the data active means activity change below about -50%; inconclusive means mostly about -30% to -49%; further: on the % scale 0 is the no-effect control and ±100 the full control effect
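THP-1 cells pretreated 1 hr with compounds (up to 57.5 uM final), then stimulated with LPS (250 ng/mL final) plus ATP (1.25 mM final); secreted IL-1B measured by AlphaLISA after 16 hr, decreased signal indicating inhibition.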
DRD3 antagonist = D3 dopamine receptor (human) antagonism; D3R cells, DiscoveRx beta-arrestin luminescence, antagonist mode; active compounds read low; 360,000 compounds, 2.5% hits; P35462; max response, negative = inhibition, %; in the data active means max response below about -50%; inconclusive means no clear call, values can overlap the other calls; further: on the % scale 0 is the no-effect control and ±100 the full control effect; mostly tested at two doses, the higher about 12 µM
Target sequence (P35462 whole entry, looked up): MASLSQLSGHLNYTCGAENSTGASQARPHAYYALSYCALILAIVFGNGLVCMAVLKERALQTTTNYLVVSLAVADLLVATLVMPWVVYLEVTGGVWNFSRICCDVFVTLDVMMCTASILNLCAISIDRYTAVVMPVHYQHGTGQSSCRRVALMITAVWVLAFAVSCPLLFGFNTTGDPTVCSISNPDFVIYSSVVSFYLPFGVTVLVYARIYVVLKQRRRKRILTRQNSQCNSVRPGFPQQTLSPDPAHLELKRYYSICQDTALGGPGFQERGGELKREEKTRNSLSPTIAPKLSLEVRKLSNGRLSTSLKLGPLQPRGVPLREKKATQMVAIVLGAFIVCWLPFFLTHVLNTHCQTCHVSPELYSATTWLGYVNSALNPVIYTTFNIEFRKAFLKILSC
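Cells expressing the human receptor were seeded at 1500 cells/well, incubated overnight at 37 degrees C in 5% CO2, then exposed to library compounds with dopamine controls for 90 minutes at 37 degrees C before luminescent detection.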
HT1080NT lethal = kills 2HG-producing HT-1080-NT fibrosarcoma cells | HT-1080-NT fibrosarcoma viability, CellTiter-Glo ATP luminescence, 48 h | Potency, µM (doses to about 46.1 µM), for inactives: at the top dose activity, negative = less viability, hits mostly cytotoxic | 360,000 compounds, 1.6% hits;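 further: NT is the 2HG producing partner of a matched IDH1 knockdown line; potency means the concentration at half of the fitted maximal effect; 0% = DMSO-treated cells and -100% = media-only wells without cells; nearly all actives have a fitted effect of over 55% in size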
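Read-out is CellTiter-Glo luminescence after 10 minutes at room temperature, following 48 hours' compound treatment of HT-1080-NT cells (750 cells/well, RPMI, 5% FBS, 37 degrees C).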
DRD3 agonist = agonists of human D3 dopamine receptor | D3R DiscoveRx beta-arrestin cells, luminescence, 90 min | max activation, % | 410,000 compounds, 0.58% hits; in the data active means max activation above about 30%; further: 0% is about no effect; mostly tested at two doses, the higher about 12 µM
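Cells at 1500/well, incubated overnight, then treated with pinned compounds (dopamine as control) for 90 min at 37 degrees C. DiscoveRx reagent added for 30 - 60 minutes at room temperature; luminescence read.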
KB-3-1 tox = kills parental KB-3-1 adenocarcinoma cells; 400,000 compounds, 1.4% hits; AID 1347075; Potency, µM (series often up to 46.1 µM), without a hit: at the top dose activity change, negative = cytotoxic, actives largely listed as cytotoxic; KB-3-1 viability, CellTiter-Glo ATP luminescence, 72 h; further: potency means the concentration at half of the fitted maximal effect; on the % scale 0 is the no-effect control and ±100 the full control effect; nearly all actives have a fitted effect of over 60% in size
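Using CellTiter-Glo luminescence, growth of non-resistant KB-3-1 adenocarcinoma cells is assessed 72 h after pin-tool compound addition at 37 °C. Normalized responses across the concentration series yield fitted curves.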
SW480 rerep = inducers of DNA re-replication in SW480 colon cancer cells; Potency, µM (top dose mostly 46.1 µM), for the others: at the highest dose re-replication activation, usual class: activators; 340,000 compounds, 1.8% hits; SW480 DNA re-replication, Hoechst DNA content imaging, 48 h; further: potency means the concentration at half of the fitted maximal effect; % of control where 0% means no effect; nearly all actives have a fitted effect of over 55% in size
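SW480 cells exposed to compounds for 48 hr at 37 C, 5% CO2, then Hoechst-stained 40 min. Nuclear DNA content imaged by fluorescence scanning (405 nm excitation, 500-530 nm emission); re-replication scored as increased high-intensity nuclei.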
KB-V1 cytotox = KB-V1 MDR subline cytotoxicity | KB-V1 MDR cells viability, CellTiter-Glo, 72 h | 400,000 compounds, 3.4% hits | Potency, µM (highest dose often 46.1 µM), for inactives: at the highest dose activity change, negative = cytotoxicity, usual class: cytotoxic; further: potency means the concentration at half of the fitted maximal effect; on the % scale 0 is the no-effect control and ±100 the full control effect; nearly all actives have a fitted effect of over 60% in size
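qHTS viability screen in drug-selected KB-V1 MDR cells: 72 h compound treatment at 37 degrees C, ATP luminescence end point.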
GLP-1R agonist = activates the human GLP-1 receptor; P43220; HEK293 GLP-1R CRE-luciferase, luminescence, 4-6 h; cells express a hypersensitive GLP-1R form; Potency, µM (titrated, usually from 45.6 µM), without a hit: top-dose activation, usual class: activators; 380,000 compounds, 0.007% hits; further: potency means the concentration at half of the fitted maximal effect; % of control where 0% means no effect
Target sequence (P43220 whole entry, looked up): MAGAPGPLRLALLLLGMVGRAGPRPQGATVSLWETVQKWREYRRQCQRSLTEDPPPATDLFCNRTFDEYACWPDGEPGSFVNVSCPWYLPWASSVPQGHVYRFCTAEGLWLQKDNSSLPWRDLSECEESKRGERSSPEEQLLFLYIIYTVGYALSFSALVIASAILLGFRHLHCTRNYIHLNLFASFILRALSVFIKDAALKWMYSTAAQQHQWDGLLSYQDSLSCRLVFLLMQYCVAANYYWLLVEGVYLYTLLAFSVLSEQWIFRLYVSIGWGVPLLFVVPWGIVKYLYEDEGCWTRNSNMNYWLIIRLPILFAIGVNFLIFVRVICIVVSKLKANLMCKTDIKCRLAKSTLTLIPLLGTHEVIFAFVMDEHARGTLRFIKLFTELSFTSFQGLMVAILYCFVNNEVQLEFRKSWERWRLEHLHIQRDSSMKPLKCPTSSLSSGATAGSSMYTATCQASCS
* hit, by the source's call; ? = inconclusive; . = no result given; [ ] = dose if it differs, or a comment. Unless noted, the call rests on the fitted dose curve; in most records, active means well fitted curve in the direction sought with a large enough effect; inconclusive means small, poorly fitted or top-dose-only effect, or another doubt; inactive means no such curve, though single readings can be large; an effect the other way counts as inactive or inconclusive.

SMILES	HT1080 IDH1KD tx	IL1B secr inh	DRD3 antagonist	HT1080NT lethal	DRD3 agonist	KB-3-1 tox	SW480 rerep	KB-V1 cytotox	GLP-1R agonist
O=C1CC(NCC2CCCO2)C(=O)N1c1ccc(Cl)cc1 (stereo not given)	4%	4	18	3%	3	?	-8%	24%	-1%
Cc1cc(O)ccc1-c1ccc2nncn2c1	19%	27	0	-5%	-4	0%	.	-22%	8%
COc1cc(C(=O)OCC(=O)NC2CCCCC2)cc2c1OCCO2	7%	6	15	11%	1	-27%	-4%	-8%	-8%
CC(=O)NNc1ncnc2c1cnn2-c1ccc(C)c(C)c1	10%	26	-5	?	3	3%	11%	3%	3%
O=C(NCCc1ccccc1)C(c1ccc(F)cc1)N(C(=O)c1csnn1)C1CC1 (stereo not given)	4%	-8	2	-1%	0	-11%	1%	-23%	9%
COc1cc(NC(=O)N2CCOCC2)cc(OC)c1	10%	-3	-27	9%	0	-6%	-9%	0%	-12%
O=C(O)c1cc(C2CC2)nn1-c1ccccc1	5%	0	0	-4%	4	-8%	-7%	-13%	-7%
Cc1nn(-c2ccccc2)c(NC(=O)c2cccs2)c(-c2ccccc2Cl)c1=O	2%	-16	-59*	0%	-7	-9%	?	-21%	-2%
CC(C)(C#N)C(C)(C)c1nn[nH]n1	4%	10	11	-2%	2	-1%	0%	4%	-12%
Cc1cc(N2CCCCC2C)nc(-c2ccccc2O)n1 (stereo not given)	-1%	-10	10	16%	-13	-18%	?	-10%	22%
CN(c1ccccc1)c1nc(N)c([N+](=O)[O-])c(Nc2ccccc2)n1	0%	0	5	2%	-1	0%	-7%	-28%	24%
O=[N+]([O-])c1cccc(OCCCN2CCC(Cc3ccccc3)CC2)c1	?	-73*	-101*	?	-21	6%	-4%	-3%	-5%
Cc1ccc(OCC(=O)NCc2ccco2)c([N+](=O)[O-])n1	24%	15	9	14%	0	-9%	-14%	5%	6%
Cc1ccc(-n2ccc(=O)c(C(=O)Nc3ccc(S(=O)(=O)Nc4nccc(C)n4)cc3)n2)cc1	14%	24	11	3%	-1	-1%	2%	2%	-1%
Nc1nonc1C(=O)OCC(=O)N1CCOCC1	5%	5	-5	2%	1	7%	1%	6%	-8%
Cc1ccccc1C(=O)N1CCC(C(=O)Nc2ccc(S(=O)(=O)N3C(C)CCCC3C)cc2)CC1 (stereo not given)	?	?	-2	-1%[9.24 µM]	-12	?	-25%	-7%	-4%
CCc1ccc(CNC(=O)C2CCN(S(=O)(=O)N3CC(C)CC(C)C3)CC2)cc1 (stereo not given)	12%	0	20	13%	7	-24%	0%	-6%	6%
COc1cccc(N(C(=O)c2ccco2)c2nc(-c3sc(NC(=O)c4ccco4)nc3C)cs2)c1	-24%	3	77	-15%	32*	5.8µM*	?	0%	4%
COc1cc(C2NC(=S)NC(c3ccccc3)=C2C(C)=O)ccc1O (stereo not given)	-14%	-18	0	0%	-2	0%	-41%[inhibitor]	11%	-6%
O=C(NCc1ccccc1OC(F)(F)F)C1CCC(=O)N(Cc2cccc(F)c2)C1 (stereo not given)	7%	0	1	5%	2	17%	-2%	-2%	-3%
CC(C)c1cc(-c2cc(-c3ccc(Cl)cc3)on2)nc(NC2CCCC2)n1	6%	27	18	14%	-8	-3%	9%	-8%	-6%
CC1CCC(NC(=O)CNC(=O)Cc2cccc3ccccc23)CC1 (stereo not given)	5%	1	-15	-1%	-7	-6%	7%	-27%	4%
CCOC(=O)[C@]12CCC=C1N(Cc1cccc3ccccc13)C(=O)[C@H](CC(=O)NCc1cccc3ccccc13)C2	0%	0	23	-5%	3	-25%	.	?	1%
CN(C)C(=S)Nc1ccc(Cl)cc1	9%	29	6	4%	2	25%	0%	25%	4%
CCOc1cc(NC(=S)NCCCOC)c(OCC)cc1NC(=O)c1ccco1	6%	-7	16	9%	-2	10%	-1%	0%	0%
COC(=O)c1ccc(NC(=O)c2c(C(=O)Nc3ccccc3)sc3nc(C)cc(=O)n23)cc1	6%	-10	14	3%	-4	4%	-5%	-4%	3%
O=C(CN1CCN(CCC(=O)Nc2ccccc2F)CC1)Nc1ccc(F)cc1	-3%	12	-5	0%	-6	3%	-4%	-2%	0%
O=C(CNC(=O)c1ccccn1)N/N=C/c1ccccc1	27%	-12	9	21%	0	19%	-2%	?	-14%
O=C(Oc1ccccc1C(=O)Oc1ccccc1)c1ccco1	-4%	-9	-20	7%	-6	-3%	-6%	14%	14%
Cc1sc2nc(SCC(=O)Nc3ccc(Cl)c(C(=O)O)c3)[nH]c(=O)c2c1C	-3%	2	2	7%	3	-1%	-7%	0%	1%
CC1(C)CC(=O)C2=C(C1)N(c1ccc(F)cc1)C(=O)CC2c1ccccc1 (stereo not given)	22%	-6	17	22%	-3	1%	2%	-9%	1%
O=c1cc(C(F)(F)F)nc(-c2ccccc2)[nH]1	?	22	16	1%	-1	1%	1%	-4%	-8%
Cc1ccc(NC(=O)COC(=O)c2ccc3ncsc3c2)c(C)c1	-3%	-19	-11	0%	-2	4%	.	?	2%
CCN(CC)S(=O)(=O)c1ccc(N2CC(C(=O)N3CCOCC3)CC2=O)cc1 (stereo not given)	10%	-8	5	2%	2	10%	-9%	-11%	-2%
Cc1ccc(Cn2cnc3ccccc32)cc1	?	-54*	31	-25%	6	18%	-4%	?	0%
CCOC(=O)Cc1nnc(NC(=O)c2cccc(OCC)c2)s1	9%	8	0	4%	1	14%	-5%	16%	-3%
COc1ccc(CN2CCN(CC(=O)Nc3ccccc3C(=O)NC3CC3)CC2)cc1F	-7%	-24	-7	-14%	-3	-10%	-6%	-16%	-6%
Cn1cc([N+](=O)[O-])c(C(=O)N/N=C/c2ccccc2)n1	1%[9.24 µM]	26	-11	2%	2	-3%	4%	10%	-4%
COc1ccc(S(=O)(=O)Nc2ccc(F)c(F)c2)cc1Cl	?	11	4	?	-1	6%	-1%	-2%	18%
Oc1c(Cl)cc(Cl)cc1C=Nc1ccc2c(c1)OCCO2	-16%	91	-52*	-18%	-18	-3%	4%	0%	-11%

12 structures out of the list, ordered by count of non-hydrogen atoms, largest number first:
SMILES	HT1080 IDH1KD tx	IL1B secr inh	DRD3 antagonist	HT1080NT lethal	DRD3 agonist	KB-3-1 tox	SW480 rerep	KB-V1 cytotox	GLP-1R agonist
CCOC(=O)[C@]12CCC=C1N(Cc1cccc3ccccc13)C(=O)[C@H](CC(=O)NCc1cccc3ccccc13)C2	0%	0	23	-5%	3	-25%	.	?	1%
COC(=O)c1ccc(NC(=O)c2c(C(=O)Nc3ccccc3)sc3nc(C)cc(=O)n23)cc1	6%	-10	14	3%	-4	4%	-5%	-4%	3%
COc1ccc(CN2CCN(CC(=O)Nc3ccccc3C(=O)NC3CC3)CC2)cc1F	-7%	-24	-7	-14%	-3	-10%	-6%	-16%	-6%
O=C(CN1CCN(CCC(=O)Nc2ccccc2F)CC1)Nc1ccc(F)cc1	-3%	12	-5	0%	-6	3%	-4%	-2%	0%
CCN(CC)S(=O)(=O)c1ccc(N2CC(C(=O)N3CCOCC3)CC2=O)cc1 (stereo not given)	10%	-8	5	2%	2	10%	-9%	-11%	-2%
CC1(C)CC(=O)C2=C(C1)N(c1ccc(F)cc1)C(=O)CC2c1ccccc1 (stereo not given)	22%	-6	17	22%	-3	1%	2%	-9%	1%
Cc1ccc(NC(=O)COC(=O)c2ccc3ncsc3c2)c(C)c1	-3%	-19	-11	0%	-2	4%	.	?	2%
O=C(Oc1ccccc1C(=O)Oc1ccccc1)c1ccco1	-4%	-9	-20	7%	-6	-3%	-6%	14%	14%
COc1ccc(S(=O)(=O)Nc2ccc(F)c(F)c2)cc1Cl	?	11	4	?	-1	6%	-1%	-2%	18%
Cn1cc([N+](=O)[O-])c(C(=O)N/N=C/c2ccccc2)n1	1%[9.24 µM]	26	-11	2%	2	-3%	4%	10%	-4%
O=c1cc(C(F)(F)F)nc(-c2ccccc2)[nH]1	?	22	16	1%	-1	1%	1%	-4%	-8%
CN(C)C(=S)Nc1ccc(Cl)cc1	9%	29	6	4%	2	25%	0%	25%	4%

The list goes on:
SMILES	HT1080 IDH1KD tx	IL1B secr inh	DRD3 antagonist	HT1080NT lethal	DRD3 agonist	KB-3-1 tox	SW480 rerep	KB-V1 cytotox	GLP-1R agonist
Cn1c(=O)c2c(nc(SCCN3CCOCC3)n2Cc2ccc(F)cc2)n(C)c1=O	-2%	0	10	-2%	4	-6%	-1%	2%	15%
O=C(NNCc1ccccc1)c1ccccn1	4%	-6	-5	-2%	-9	2%	-3%	-8%	-1%
CCOc1ccc(CCNC(=O)COC(=O)c2ccc(S(=O)(=O)N3CCCC3)cc2)cc1OCC	-3%	-16	18	0%	4	1%	?	0%	6%
COc1ccc(C2Nc3ccccc3C(=O)N2NS(=O)(=O)c2ccc(C)cc2)cc1 (stereo not given)	-20%	?	11	-23%	2	13%	-105%[inhibitor]	3%	5%

Record cards, from the list above. Order of values: HT1080 IDH1KD tx, IL1B secr inh, DRD3 antagonist, HT1080NT lethal, DRD3 agonist, KB-3-1 tox, SW480 rerep, KB-V1 cytotox, GLP-1R agonist
`CCOc1ccc(CCNC(=O)COC(=O)c2ccc(S(=O)(=O)N3CCCC3)cc2)cc1OCC` in the list: -3%, -16, 18, 0%, 4, 1%, ?, 0%, 6%
`O=C(NNCc1ccccc1)c1ccccn1` in the list: 4%, -6, -5, -2%, -9, 2%, -3%, -8%, -1%
